Source: PubChem BioAssay
TbREL1 inh: TbREL1 inhibition, primary screen | 89,000 compounds, 0.49% hits | inhibition, % at 9.66 µM | P86926 | TbREL1 RNA ligation, FRET fluorescence;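 active = inhibition above the mean inhibition across all screened compounds plus 3 SD, cut at about 11% in these data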;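 note: 0% = plate median of test wells and 100% = NSC42067 control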
Target sequence (P86926 whole entry, looked up): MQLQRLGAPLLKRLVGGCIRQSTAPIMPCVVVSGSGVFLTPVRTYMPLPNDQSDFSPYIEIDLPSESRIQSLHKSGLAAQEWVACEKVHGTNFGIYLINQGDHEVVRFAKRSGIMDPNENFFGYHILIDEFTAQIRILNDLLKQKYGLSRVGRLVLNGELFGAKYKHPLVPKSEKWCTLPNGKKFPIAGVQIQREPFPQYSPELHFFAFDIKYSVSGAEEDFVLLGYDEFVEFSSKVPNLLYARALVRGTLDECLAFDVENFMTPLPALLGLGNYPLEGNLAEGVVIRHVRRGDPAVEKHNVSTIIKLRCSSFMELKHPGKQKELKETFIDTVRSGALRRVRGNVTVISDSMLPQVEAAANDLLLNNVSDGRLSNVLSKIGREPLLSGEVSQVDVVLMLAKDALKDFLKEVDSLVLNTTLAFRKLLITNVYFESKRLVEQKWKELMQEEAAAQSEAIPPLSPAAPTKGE
Active calls of the source: *.

molecule	TbREL1 inh
CN(C)S(=O)(=O)c1cccc(C(=O)Nc2ccccc2Cl)c1	-1.9
CC1CCCN(C2=NC(=O)/C(=C/c3cn(-c4ccccc4)nc3-c3cccc(S(=O)(=O)N(C)C)c3)S2)C1 (stereo not drawn)	0.9
O=C(O)CCCCCCCCc1cn(CC2CCCCC2)nn1	-1.1
Cc1ccc(NC(=O)CCNC(=O)c2ccc(Cl)cc2)nc1	1.4
O=C(CSCc1nc2ccccc2[nH]1)N1CCN(c2ccc(F)cc2)CC1	-5.2
Cc1cccc(NC(=O)CCS(=O)(=O)c2ccccc2)c1C	3.1
Cc1ccc(CNC(=O)c2ccccc2NS(C)(=O)=O)cc1	0.6
COc1cc2nc(CN(C)Cc3nc4ccccc4c(=O)[nH]3)[nH]c(=O)c2cc1OC	7.4
Cc1ccc2c(c1)N(CC(=O)N(Cc1ccccn1)Cc1ccco1)C(=O)C(C(C)C)O2 (stereo not drawn)	-4.6
CCc1ccccc1N(C(C)=O)c1nc(CN=C=S)cs1	-2.6
COc1ccc2c3n(nc2c1)CCN=C3c1ccc(C)cc1	-2.6
CC1=C(C(=O)OCc2ccccc2)C(c2cccc([N+](=O)[O-])c2)NC(=O)N1CCCCCC(=O)O (stereo not drawn)	-2.1
CC(C)CNC(=O)C1(C)CCCN1Cc1ccc(OC(F)(F)F)cc1 (stereo not drawn)	-4.0
O=C(CSc1nnc(NCc2ccccc2)s1)c1ccco1	-1.0
CCN(CC)S(=O)(=O)c1ccc(C)c(NC(=O)COC(=O)CCC(=O)c2cccs2)c1	-1.8
CC(C)CC(=O)Nc1ccccc1-c1nnn(CC(=O)N2CCc3ccccc3C2)n1	1.8
Cc1ccc(C)c(NC(=O)C(OC(=O)c2ccc(CO)cc2)c2ccccc2)c1 (stereo not drawn)	0.2
O=C(NCCCn1ccnc1)c1cc2c(s1)CCCC2	0.2
CCOC(=O)c1ccc(N2C(=O)c3n[nH]c(C)c3C2c2cccnc2)cc1 (stereo not drawn)	-1.5
CCn1c(=O)cc(OCC(=O)N2CCCC2)c2ccccc21	-0.7

Continued (two carried over from the part before).
molecule	TbREL1 inh
CCOC(=O)c1ccc(N2C(=O)c3n[nH]c(C)c3C2c2cccnc2)cc1 (stereo not drawn)	-1.5
CCn1c(=O)cc(OCC(=O)N2CCCC2)c2ccccc21	-0.7
Cc1ccc(C(=O)NCCN2C3=NC[C@@H](Cc4ccccc4)N3C[C@H]2Cc2ccc(O)cc2)cc1Br	3.6
Cc1cc(NC(=O)Cc2c(C)[nH]c3ccccc23)ccc1Oc1cccnc1	3.6
CCN(C(=O)Cc1c(C(=O)O)[nH]c2ccccc12)c1cc(OC)ccc1OC	-2.2
CCc1ccc(Nc2nnc(SCC(=O)Nc3ccc(C(=O)O)cc3)s2)cc1	1.7
O=C(NCCCNC(=O)c1ccc(Cl)cc1Cl)c1ccco1	-1.4
Cc1nc2ccccc2c(=O)n1CCCn1ccnc1	3.7
O=C(NC1CC1)C1=C[C@@H](C2CCCCC2)C[C@@H](OCCCCO)O1	-3.5
COc1ccccc1-n1c(SCC(=O)NC2CCCC2)nc2cccnc21	2.7
Cc1nn(CC(=O)OCC(=O)c2ccc(OC(F)F)cc2)c(C)c1[N+](=O)[O-]	-2.6
COc1ccc(COC(=O)c2n[nH]c3ccccc23)cc1F	-0.4
CC(C)(NC(=O)N1CCOCC1)c1cccc(C(C)(C)NC(=O)N2CCOCC2)c1	0.5
CCOC(=O)C1CCN(C(=O)CN(C)S(=O)(=O)c2ccc3c(c2)c(=O)n(C)c(=O)n3C)CC1	0.0
C[C@@H]1CN(C(=O)OC(C)(C)C)CCN1c1ccc(N2CCS(=O)(=O)CC2)c(C#N)c1	-3.9
CC1(C)CC(=O)c2cc(C(=O)NCc3ccco3)c(=O)n(-c3ccc(Cl)cc3)c2C1	-3.0
Cc1ccc(S(=O)(=O)NC[C@H]2CN(S(=O)(=O)c3ccc(C)cc3)[C@@H](Cc3ccccc3)CO2)cc1	3.1
Cc1ccc(S(=O)(=O)/N=C2/NC(=O)/C(=C\c3ccccc3)S2)cc1	1.4
Cc1cc(Nc2ccc(Cl)c(C(F)(F)F)c2)cc(=O)n1-c1ccc(Cl)c(C(F)(F)F)c1	0.8
Cc1ccc(OCCC(=O)OCC(=O)NC(=O)NC2CCCC2)cc1	-1.6
CCCCCCCC1(C)NC(=O)NC1=O (stereo not drawn)	-2.6
O=C(c1cccnc1Nc1ccccc1F)N1CCOCC1	-1.2

Next part; it opens with the 2 that closed the last part.
molecule	TbREL1 inh
CCCCCCCC1(C)NC(=O)NC1=O (stereo not drawn)	-2.6
O=C(c1cccnc1Nc1ccccc1F)N1CCOCC1	-1.2
CCCOC(=O)c1ccc(NC(=O)COC(=O)C2CCN(c3ccc(C(F)(F)F)cn3)CC2)cc1	-0.5
O=C(Nc1ccc(Cl)c(Cl)c1)C1CCCN(c2nnc(-n3cccc3)s2)C1 (stereo not drawn)	-0.7
COc1ccc(NC(=O)C2CCCN2S(=O)(=O)c2cccc3cccnc23)c(OC)c1 (stereo not drawn)	0.4
O=C(NCCc1ccc(Cl)cc1)c1ccc2nccnc2c1	0.3
COc1cc(/C=C(\C#N)C(=O)NCC2CCCO2)ccc1O (stereo not drawn)	-2.5
Cc1cccc(C(=O)NCC(=O)NCC(c2ccco2)N2CCCCC2)c1 (stereo not drawn)	-2.5
c1nc(N2CCOCC2)c2c3c(sc2n1)CCCC3	-0.6
COc1cc(CNC(C)(C)CO)ccc1OCC(=O)Nc1ccc(Br)cc1	6.8
CCN(CC(=O)NCc1ccc(Cl)cc1)C(=O)c1cc(S(=O)(=O)N2CCOCC2)ccc1C	4.1
COc1cccc(C2/C(=C(/O)c3ccc(F)cc3)C(=O)C(=O)N2CCN(C)C)c1 (stereo not drawn)	-1.4
CC(CNC(=O)Cn1ccc(NC(=O)OCc2ccccc2)nc1=O)c1ccccc1 (stereo not drawn)	1.6
O=C(NCc1ccc(Cl)cc1)c1ccc(COCC(F)(F)F)o1	-1.9
O=C1CC2(CCCC2)Oc2ccc(F)cc21	1.0
CC12CCC(c3nnc(SCC(=O)Nc4cccc5ccccc45)nc31)C2(C)C (stereo not drawn)	0.8
CC(Nc1nc(N2CCNCC2)nc2ccccc12)c1ccccc1 (stereo not drawn)	5.2
CN(C)S(=O)(=O)N1CCCC(C(=O)c2ccc(-c3ccccc3)cc2)C1 (stereo not drawn)	5.8
O=C(Nc1ccccc1Cl)c1cccc(NC(=O)C2C3CC4OC(=O)C2C4C3)c1 (stereo not drawn)	-2.7
Nc1cc(N)nc(SCc2cc(=O)oc3cc4c(cc23)CCC4)n1	-3.3
COc1cccc(C(C(=O)NC2CCCCC2)N(C(=O)c2csnn2)C2CC2)c1 (stereo not drawn)	0.6
CC(=O)c1sc2nc(SCC(=O)NCCc3ccccc3)[nH]c(=O)c2c1C	0.6

(listing goes on)
| SMILES | TbREL1 inh |
| --- | --- |
| CN1C(=O)NC2C1N(S(C)(=O)=O)CCN2S(C)(=O)=O (stereo not drawn) | -2.3 |
| CC(C)c1cc(C(C)C)c(S(=O)(=O)N2CCCC(C(=O)NCc3cccs3)C2)c(C(C)C)c1 (stereo not drawn) | -2.0 |
| COc1ccc(CN(C)CC(=O)Nc2cccc(S(=O)(=O)N3CCCC3)c2)cc1F | -6.8 |
| COCc1cc(C)n(CC(=O)Nc2ccc(N3CCOCC3)c(Cl)c2)c(=O)c1C#N | 1.2 |
| COc1ccc([N+](=O)[O-])cc1NC(=O)COC(=O)C1CC1 | 4.7 |
| COCCNC(=O)CC(NS(=O)(=O)c1ccc(NC(C)=O)cc1)C(C)C (stereo not drawn) | -4.7 |
| COc1cc(C(=O)N2CCN(c3ccc(C)cc3C)CC2)cc(OC)c1OC | -1.4 |
| Cc1ccc(OCCC(=O)Nc2ccc3c(c2)OCO3)cc1 | -5.7 |
| CCOC(=O)N1CCN(C(=O)c2ccc(OC(C)=O)cc2)CC1 | -1.5 |
| COc1ccc(C(=O)CC(CC(=O)c2ccc(OC)cc2)C(=O)O)cc1 | -0.5 |
| CC1=NN(c2ccc(C)cc2C)C(=O)C1C(c1cccc(O)c1)C1C(=O)N(c2ccc(C)cc2C)N=C1C (stereo not drawn) | -1.6 |
| COc1ccc(-c2nnn(CC(=O)N(CC(=O)NC3CCCC3)Cc3cccs3)n2)cc1OC | -2.2 |
| COc1ccc2c(c1)CCc1c(C(=O)Nc3cc(C)n(Cc4ccc(Cl)cc4)n3)noc1-2 | -0.2 |
| CCOc1ccc(CCNC(=O)c2ccc(N3CCCC3=O)cc2)cc1OCC | 3.1 |
| C[C@H](CO)N1C[C@H](C)[C@@H](CN(C)S(=O)(=O)c2ccc(F)cc2)Oc2ccc(NC(=O)Nc3ccccc3)cc2C1=O | 2.6 |
| COc1cc(C(=O)N2c3ccccc3CC2C)cc(OC)c1OC (stereo not drawn) | -3.1 |
| CN(C(=O)CSc1cn(CC(=O)N2CCOCC2)c2ccccc12)c1ccccc1 | -1.0 |
| COC(=O)c1cnn2c(C(F)(F)F)cc(-c3ccccc3)nc12 | 1.3 |
| O=S(=O)(Nc1cc(Cl)ccc1N1CCCCC1)c1cccs1 | -2.7 |
| COc1ccc(OCC(=O)N/N=C/C(C)=C/c2ccco2)c(Br)c1 | -4.8 |
| COc1ccc(-c2nc3cc(NC(=O)Cc4ccc(OC)c(OC)c4)ccc3o2)cc1 | -0.4 |
| COC(=O)c1cc(=O)n2c(sc3ccccc32)c1C#N | -3.3 |
| Cc1ccc(S(=O)(=O)N2CCC(=O)N(CCOCc3ccccc3)CC2)cc1 | -0.9 |
| CCCCCCc1cc2cc(C(=O)NC)c(=N)oc2cc1O | -0.3 |
| FC(F)(F)c1cccc(Cn2ccc3ccc(-c4ccc5ccn(Cc6ccccc6)c5c4)cc32)c1 | -2.8 |
| COc1ccc(CNc2nc(NCc3ccc(OC)cc3)n(C(=O)c3ccncc3)n2)cc1 | -3.5 |
| Cc1nc(S(=O)(=O)NC2CCCCC2)c(C#N)c(C)c1Cl | -0.9 |
| O=C(COc1ccc(-c2nnco2)cc1)NCc1ccccc1Cl | 6.5 |
| Cn1ccnc1SCC(=O)NC12CC3CC(CC(C3)C1)C2 | 2.0 |
| Cc1cc(=O)oc(C)c1C(=O)NCc1ccccn1 | 7.1 |
| CC(C)C(=O)N1CCCC1(C)C(=O)Nc1ccc(-n2cncn2)cc1 (stereo not drawn) | 1.1 |
| Cc1ccc2sc(N(CCCN(C)C)C(=O)CCS(=O)(=O)c3ccccc3)nc2c1C | 8.7 |
| CN(C(=O)Cc1csc(-c2ccccc2)n1)c1c(N)n(Cc2ccccc2)c(=O)[nH]c1=O | -0.5 |
| COc1cc(OC)cc(C2=Cc3ccccc3C(CC(=O)c3ccco3)N2c2ccc(-c3cnc(OC)nc3)cc2)c1 (stereo not drawn) | 1.8 |
| CC(C)c1cccc(-c2csc(C(C)(O)c3ccc(F)c(F)c3)n2)c1 (stereo not drawn) | 4.0 |
| Cn1c(SCC(=O)Nc2cccc3ccccc23)nc(O)cc1=O | -2.5 |
| O=C1CC(c2ccc(S(=O)(=O)NCCOc3ccccc3)cc2)CN1 (stereo not drawn) | -1.6 |
| Nc1c(NCc2ccccc2F)c(=O)[nH]c(=O)n1Cc1ccccc1 | 0.7 |
| COC[C@H]1CCCN1c1cccc2c1S(=O)(=O)N(C1CC1)CCCO2 | -2.7 |
| N#Cc1c(N)n(-c2ccc(C(=O)O)cc2)c2nc3ccccc3nc12 | -0.5 |
| Cc1nc(CSc2ccc(Cl)cc2)cs1 | -1.7 |
| O=C(CCNC(=O)c1ccco1)NC(Cc1c[nH]c2ccccc12)C(=O)O (stereo not drawn) | 7.8 |
| OC(COC(c1ccccc1)c1ccccc1)CN1CCCCC1 (stereo not drawn) | 7.6 |
| CCn1c(COc2ccc(Cl)cc2)nnc1SCC(=O)Nc1ccc(Oc2ccccc2)cc1 | 0.1 |
| CCN1C(=O)/C(=C/N(C)C)c2ccccc21 | 2.7 |
| Cc1ccc(N2C(=O)C3N=NN(CC(=O)N4N=C(c5cccc6ccccc56)CC4c4ccccc4)C3C2=O)cc1 (stereo not drawn) | 1.0 |
| CC(C)(C)c1ccc(S(=O)(=O)N2CCCC2C(=O)N2CCN(c3ccccc3)CC2)cc1 (stereo not drawn) | 3.5 |
| CCCCOc1ccc(C(=O)OCC(=O)c2c(N)n(C)c(=O)n(C)c2=O)cc1 | 6.9 |
| CC(C)C1C(=O)N(Cc2cn(CCC3OCCO3)nn2)CCS(=O)(=O)N1Cc1ccc(-c2cccc(CO)c2)cc1 (stereo not drawn) | -2.1 |
| COCCn1c(SCC(=O)c2c(N)n(C3CC3)c(=O)[nH]c2=O)nnc1-c1ccc(Cl)cc1 | -6.2 |

Next results
| SMILES | TbREL1 inh |
| --- | --- |
| COc1ccc(C(=O)NCc2ccc(C)cc2)cc1S(=O)(=O)N1CCCc2ccccc21 | -0.8 |
| O=C(c1ccc(COCC(F)(F)F)cc1)N1CCN(c2ccccn2)CC1 | -4.6 |
| Cc1ccccc1Cn1nnc2c1C(=O)c1ccccc1C2=O | -0.3 |
| CC12CCC(C(=O)NC(c3ccccc3)c3ccccc3)(OC1=O)C2(C)C (stereo not drawn) | -1.4 |
| O=C(NCc1ccc(F)cc1)c1ccc2c(=O)n3c(nc2c1)CCCCC3 | -0.9 |
| Cc1ccc(S(=O)(=O)N(C)Cc2ccc(-c3nnc4n3CCC4)cc2)cc1 | -1.2 |
| Cc1cc(C(=O)OC(C)C(=O)Nc2cccc(Cl)c2)on1 (stereo not drawn) | -0.4 |
| CCCCn1c(N)c(N(CCOC)C(=O)c2cc(S(=O)(=O)N3CCCCC3)ccc2Cl)c(=O)[nH]c1=O | -1.8 |
| CCCCc1ccc(NC2=NCC(=O)N2CCc2ccccc2)cc1 | 1.2 |
| Cc1ccc(NC(=O)CSCC(=O)N(C)CC(=O)Nc2cccc(F)c2)cc1 | -3.3 |

Among those listed so far, 6 contain a cyano group:
| SMILES | TbREL1 inh |
| --- | --- |
| C[C@@H]1CN(C(=O)OC(C)(C)C)CCN1c1ccc(N2CCS(=O)(=O)CC2)c(C#N)c1 | -3.9 |
| COc1cc(/C=C(\C#N)C(=O)NCC2CCCO2)ccc1O (stereo not drawn) | -2.5 |
| COCc1cc(C)n(CC(=O)Nc2ccc(N3CCOCC3)c(Cl)c2)c(=O)c1C#N | 1.2 |
| COC(=O)c1cc(=O)n2c(sc3ccccc32)c1C#N | -3.3 |
| Cc1nc(S(=O)(=O)NC2CCCCC2)c(C#N)c(C)c1Cl | -0.9 |
| N#Cc1c(N)n(-c2ccc(C(=O)O)cc2)c2nc3ccccc3nc12 | -0.5 |

These rows are one share of the data. The share of hits here may be higher or lower than overall.
